# TWEAK-Fn14 inh = TWEAK-Fn14 signaling inhibition | TWEAK-stimulated Fn14 reporter cells, luciferase luminescence, 8 h | inhibition, % at 10 µM | 360,000 compounds, 2% hits | AID 1159606; in the data active means inhibition above about 50%
# NCOA1 inh = inhibits human SRC1 coactivator. HEK293 GAL4-SRC1 luciferase reporter, luminescence. inhibition, % at 3.6 µM. 360,000 compounds, 0.12% hits. AID 588354;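 active means inhibition above the campaign mean plus 3 SD, with each screening campaign given its own cutoff, cut at about 60% in these data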;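 further: 0% = DMSO treated cells and 100% = gossypol at 36 µM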
# KKLEB cytotox = reduces viability of KKLEB cystic fibrosis airway cells. KKLEB CF airway cells viability, ATPlite luminescence, overnight; stronger effect = lower value; cells stimulated with P. aeruginosa culture filtrate. activity change (cytotoxicity), % at 5 µM. 360,000 compounds, 0.36% hits. AID 602141;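 active means corrected activity change at or below -50% at 5 µM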
# TROY NFkB inh = blocks TROY-dependent signaling in reporter cells. 360,000 compounds, 0.98% hits. inhibition, % at 10 µM. Q293 LMP1-TROYcd NF-kB luciferase reporter, 4 h. AID 1347056;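 active means compounds whose plate-normalised and pattern-corrected inhibition of the luciferase reporter signal at the single screening dose is 50% or more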
# NCOA3 inh = human NCOA3 inhibition | Q9Y6Q9 | HEK293 GAL4-SRC3 luciferase reporter, luminescence | inhibition, % at 3.6 µM | 360,000 compounds, 0.17% hits;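 active means inhibition above a per-campaign cutoff, the mean of all compounds plus 3 SD, cut at about 60% in these data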;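 further: 0% = DMSO-treated cells and 100% = gossypol-treated cells at 36 µM; higher means less SRC3-driven luciferase light from the GAL4 reporter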
# Target sequence (Q9Y6Q9 whole entry, looked up, the tested form may be a part): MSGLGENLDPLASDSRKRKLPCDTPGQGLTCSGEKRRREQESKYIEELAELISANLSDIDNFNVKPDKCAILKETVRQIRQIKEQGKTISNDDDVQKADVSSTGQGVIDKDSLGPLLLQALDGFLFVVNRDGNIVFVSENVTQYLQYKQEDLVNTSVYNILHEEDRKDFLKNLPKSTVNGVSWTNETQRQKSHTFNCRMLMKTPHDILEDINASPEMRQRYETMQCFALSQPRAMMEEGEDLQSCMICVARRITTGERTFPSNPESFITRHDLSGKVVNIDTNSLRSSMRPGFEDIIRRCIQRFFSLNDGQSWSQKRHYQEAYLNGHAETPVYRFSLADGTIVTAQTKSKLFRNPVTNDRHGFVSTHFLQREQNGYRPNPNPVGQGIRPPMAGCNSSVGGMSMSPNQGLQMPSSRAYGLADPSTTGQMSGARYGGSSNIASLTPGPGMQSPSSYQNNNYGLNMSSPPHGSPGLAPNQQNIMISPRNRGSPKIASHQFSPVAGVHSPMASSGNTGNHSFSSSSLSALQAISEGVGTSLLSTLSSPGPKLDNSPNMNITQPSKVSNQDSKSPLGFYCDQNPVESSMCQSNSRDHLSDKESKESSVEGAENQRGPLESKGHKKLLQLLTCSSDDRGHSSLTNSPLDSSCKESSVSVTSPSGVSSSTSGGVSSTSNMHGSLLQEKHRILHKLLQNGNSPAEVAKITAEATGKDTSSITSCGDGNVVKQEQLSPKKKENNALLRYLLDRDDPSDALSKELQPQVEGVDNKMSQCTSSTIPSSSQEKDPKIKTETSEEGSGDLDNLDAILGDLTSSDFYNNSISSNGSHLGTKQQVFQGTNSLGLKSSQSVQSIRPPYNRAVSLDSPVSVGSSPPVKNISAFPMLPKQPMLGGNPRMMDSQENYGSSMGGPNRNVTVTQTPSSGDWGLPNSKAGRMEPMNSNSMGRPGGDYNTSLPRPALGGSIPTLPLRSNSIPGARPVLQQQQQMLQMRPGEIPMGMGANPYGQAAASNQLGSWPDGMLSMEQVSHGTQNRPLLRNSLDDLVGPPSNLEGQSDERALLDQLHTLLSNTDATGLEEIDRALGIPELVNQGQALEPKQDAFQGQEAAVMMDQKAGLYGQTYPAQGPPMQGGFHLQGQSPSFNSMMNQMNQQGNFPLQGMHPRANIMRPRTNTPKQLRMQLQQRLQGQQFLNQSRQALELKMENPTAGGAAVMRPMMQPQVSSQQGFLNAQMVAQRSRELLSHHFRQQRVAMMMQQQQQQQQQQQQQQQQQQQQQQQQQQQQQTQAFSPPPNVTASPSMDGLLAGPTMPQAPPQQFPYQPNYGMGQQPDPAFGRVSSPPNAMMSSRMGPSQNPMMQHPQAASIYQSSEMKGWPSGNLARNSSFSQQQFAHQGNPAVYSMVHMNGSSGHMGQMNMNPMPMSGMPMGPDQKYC
# COUP-TFII inh = inhibitors of human COUP-TFII (NR2F2); 370,000 compounds, 0.7% hits; inhibition, % at 8.6 µM; HEK293T NGFI-A luciferase reporter, luminescence;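 active means inhibition above a per-plate cutoff, mean inhibition of test wells between control levels plus 3 SD, cut at about 38% in these data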;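 further: cells cotransfected with COUP-TFII expression vector driving the NGFI-A reporter; 0% = median of COUP-TF2 test wells and 100% = reporter-only cells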
# NR5A2 inv ag = NR5A2 inverse agonism in reporter assay; O00482; HEK293T StAR-luciferase reporter, LRH-1 transfected, 24 h; inhibition, % at 3.6 µM; 360,000 compounds, 0.13% hits;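 active means inhibition above the mean inhibition of all tested compounds plus 3 SD, cut at about 73% in these data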;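 further: 0% = DMSO wells and 100% = reporter-only cells lacking LRH-1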
# EBV LMP1 NFkB = reduces LMP1-driven NF-kappaB luciferase signal; LMP1-induced NF-kappaB luciferase reporter cells, luminescence; inhibition, % at 12.5 µM; 350,000 compounds, 0.69% hits; in the data active means inhibition above about 41%;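 further: 0% = neutral control wells and 100% = reference inhibitor control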
# Shn3 inh set2 = inhibitors of Schnurri-3 3'UTR reporter in osteoblasts; Clone20 osteoblast Shn3 3'UTR firefly luciferase, 24 h; inhibition, % at 12.5 µM; AID 588674; 360,000 compounds, 0.52% hits;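 active means mean inhibition of at least 75% with every replicate also reaching 75%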;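 further: 0% = median of neutral control wells and 100% = pilot-screen positive control compound; some compounds past the cut are filed as inactive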
# CF NFkB inh = blocks PAF-induced NF-kB reporter in cystic fibrosis cells; AID 588850; 360,000 compounds, 0.86% hits; inhibition, % at 5 µM; KKLEB NF-kB-GFP reporter, GFP fluorescence overnight;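 active means at least 50% inhibition at 5 µM, scaled per plate between neutral and stimulator controls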;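 further: PAF is a Pseudomonas aeruginosa culture filtrate used as stimulus; plate controls were PAF-stimulated DMSO wells for no effect and unstimulated DMSO wells for full effect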
# TRAIL sens C8 = caspase-8 TRAIL sensitization | inhibition (viability loss, TRAIL sensitization), % at 10 µM | NB7+C8 cells + TRAIL, ATPlite viability luminescence | AID 624354 | 360,000 compounds, 1% hits;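 active means compounds causing at least 50% loss of cell viability in the single-dose screen, relative to plate controls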
# Numbers without * were called inactive; x = no result given. Only part of the results is shown, so the mix of outcomes need not match the whole.
1) CCCn1nc(C(=O)Nc2nc3ccccc3[nH]2)c2ccccc2c1=O
2) CCCC(=O)N1CCC1(C)C(=O)Nc1cc(OC)ccc1OC (stereo not drawn)
3) CC(CNC(=O)CCc1nnc(CCC2CCCCC2)o1)c1ccccc1 (stereo not drawn)
4) COc1ccc(C2(C)NC(=O)N(CC(=O)Nc3ccc4ccccc4c3)C2=O)cc1OC (stereo not drawn)
5) COc1cc2c(C#Cc3cccnc3)c(-c3ccsc3)oc(=O)c2cc1OC
6) O=C(OCC(=O)N1CCN(C(=O)c2ccco2)CC1)c1ccccc1OCc1ccc(Cl)cc1
7) O=C1c2cccc3c(N4CCCCC4)ccc(c23)C(=O)N1CCO
8) Cc1cc(CC(=O)O)c(C)cc1CC(=O)O
Screen / compound no.,1,2,3,4,5,6,7,8
TWEAK-Fn14 inh,-4,-2,-45,-6,-58,-8,-8,-10
NCOA1 inh,6,-10,-15,11,1,0,-86,5
KKLEB cytotox,8,13,-14,-21,6,-7,-8,4
TROY NFkB inh,5,-7,11,9,-17,18,-45,6
NCOA3 inh,14,-5,-1,-5,-5,-8,-81,-2
COUP-TFII inh,10,x,-8,5,0,5,-29,-3
NR5A2 inv ag,19,2,-23,-1,-2,5,-37,16
EBV LMP1 NFkB,4,x,-28,8,-13,-4,-20,5
Shn3 inh set2,9,1,-42,2,-6,-2,-28,-16
CF NFkB inh,-27,-5,15,17,-227,-2,-9,19
TRAIL sens C8,-7,-19,-8,-8,-7,-6,28,-10

9) CCn1c(CC(=O)Nc2ccccc2F)nnc1SCC(=O)N1CCN(c2ccccc2)CC1
10) O=C(NNC1=NS(=O)(=O)c2ccccc21)c1ccccc1
11) CCC(=O)N1CCCC(C)(C(=O)NS(=O)(=O)c2cccs2)C1 (stereo not drawn)
12) CCOc1ccccc1OCC(O)CNC (stereo not drawn)
13) O=C(Nc1cccc(Cl)c1Cl)c1ccncc1
14) COc1ccc(NC(=O)CSc2nc3sc4c(c3c(=O)n2-c2ccc(OC)cc2)CCN(C)C4)cc1
15) Cn1ccnc1CN1CCCCC1C(=O)Nc1ccc(Oc2cccnc2)cc1 (stereo not drawn)
16) CC(C)c1cc(C(=O)N2CCCC(N3CCN(c4ccc(F)cc4)CC3)C2)no1 (stereo not drawn)
Screen / compound no.,9,10,11,12,13,14,15,16
TWEAK-Fn14 inh,8,-3,5,7,1,-38,-2,-7
NCOA1 inh,1,-32,5,8,-1,7,-17,18
KKLEB cytotox,11,-6,-2,14,-3,4,-9,2
TROY NFkB inh,6,-17,-12,-28,14,2,12,-27
NCOA3 inh,16,-7,7,13,17,-15,-1,-4
COUP-TFII inh,11,-5,-4,x,1,-7,-14,-18
NR5A2 inv ag,-7,-18,3,4,3,13,21,0
EBV LMP1 NFkB,4,3,x,-10,4,-4,-7,4
Shn3 inh set2,-1,4,10,9,-10,-12,-1,32
CF NFkB inh,-13,-2,0,5,11,-24,9,20
TRAIL sens C8,-8,35,4,4,11,-1,27,6

17) O=C(CSc1nnnn1-c1ccccc1)c1ccc(O)cc1O
18) CCOC(=O)C1=C[C@@H](C(C)(C)C)N(S(=O)(=O)c2ccc(C)cc2)[C@H]1c1ccccc1Cl
19) CN1CCN(C(=S)c2ccc(Br)cc2)CC1
20) COC(=O)[C@@]1(Cc2ccc(F)cc2)[C@H]2c3cc(C(=O)N4CCCC4)n(Cc4ccc(S(C)(=O)=O)cc4)c3C[C@H]2CN1C(=O)c1ccccc1
21) Cc1noc(C)c1C(=O)Nc1cc(Cl)ccc1N1CCOCC1
22) Cc1cccc(/C=C2/Sc3ccc(C(=O)N4CCOCC4)cc3NC2=O)c1
23) C/C(CC(=O)Nc1ccccn1)=N\NC(=O)c1ccc2ccccc2c1
24) Cc1ccc(C(=O)C2CCN(CC(=O)Nc3ccc4c(c3)OCCO4)CC2)cc1
Screen / compound no.,17,18,19,20,21,22,23,24
TWEAK-Fn14 inh,-14,-44,-16,12,-7,30,-12,40
NCOA1 inh,-19,14,-9,x,-2,-26,-53,-4
KKLEB cytotox,6,-23,8,x,-17,3,6,2
TROY NFkB inh,-39,23,23,-15,-17,14,-36,9
NCOA3 inh,-13,3,-10,x,14,-13,-8,-1
COUP-TFII inh,-10,9,6,3,-1,3,-7,-4
NR5A2 inv ag,-6,-3,-2,6,6,4,-24,-3
EBV LMP1 NFkB,5,x,7,x,-1,1,6,5
Shn3 inh set2,-16,27,-4,x,10,11,-26,28
CF NFkB inh,-3,21,-12,x,4,21,3,-7
TRAIL sens C8,-1,-1,4,-12,9,12,-4,-8

# Retrieved by structure from above, three records:
18) CCOC(=O)C1=C[C@@H](C(C)(C)C)N(S(=O)(=O)c2ccc(C)cc2)[C@H]1c1ccccc1Cl
7) O=C1c2cccc3c(N4CCCCC4)ccc(c23)C(=O)N1CCO
22) Cc1cccc(/C=C2/Sc3ccc(C(=O)N4CCOCC4)cc3NC2=O)c1
Screen / compound no.,18,7,22
TWEAK-Fn14 inh,-44,-8,30
NCOA1 inh,14,-86,-26
KKLEB cytotox,-23,-8,3
TROY NFkB inh,23,-45,14
NCOA3 inh,3,-81,-13
COUP-TFII inh,9,-29,3
NR5A2 inv ag,-3,-37,4
EBV LMP1 NFkB,x,-20,1
Shn3 inh set2,27,-28,11
CF NFkB inh,21,-9,21
TRAIL sens C8,-1,28,12

# Next structures follow:
25) NS(=O)(=O)c1ccc(NNC(=O)c2ccc(Br)o2)c([N+](=O)[O-])c1
26) O=C(Nc1ccccc1N1CCCC1)c1ccc(N2CCCC2=O)cc1
27) Cc1ccc(CNC(=O)c2cc(S(=O)(=O)N3CCCC3)cn2C)cc1
28) CC(C)CNC(=O)COC(=O)c1ccc(Cl)c(S(N)(=O)=O)c1
29) O=C(Nc1cccc(S(=O)(=O)N2CCOCC2)c1)C(c1ccccc1)N1CCCCC1 (stereo not drawn)
30) O=C(c1cc(COc2ccc(F)cc2Cl)on1)N1CC2C[C@@H]3CC1C[C@H](C2)C3
31) O=C(COc1ccc(F)cc1)Nc1c(C(=O)N2CCC(N3CCCCC3)CC2)oc2ccccc12
32) CCc1c(C(C)S(=O)(=O)c2ccccc2)[nH]c(=O)n1CC (stereo not drawn)
Screen / compound no.,25,26,27,28,29,30,31,32
TWEAK-Fn14 inh,13,18,7,8,-46,-17,2,-5
NCOA1 inh,-1,-11,3,-11,12,-99,8,6
KKLEB cytotox,-11,-38,8,-9,8,-22,13,2
TROY NFkB inh,-13,37,10,0,16,-15,-2,-14
NCOA3 inh,9,-12,1,5,24,-77,-6,11
COUP-TFII inh,11,-9,4,-2,6,-46,-14,-22
NR5A2 inv ag,17,-7,-12,1,-3,-88,-52,-10
EBV LMP1 NFkB,-8,-1,4,-2,-1,-20,-20,4
Shn3 inh set2,-5,-14,0,-11,9,-3,-11,-30
CF NFkB inh,11,47,-19,-3,-6,-3,-6,-3
TRAIL sens C8,-20,-2,9,3,-1,13,-3,-1

33) COc1ccccc1Nc1nc(N)nc(CN(C)C2CCCCC2)n1
34) Cc1ccc(/C(O)=C2/C(=O)C(=O)N(c3ccccn3)C2c2ccc([N+](=O)[O-])cc2)cc1 (stereo not drawn)
35) COc1cccc(N(CC(=O)NCCSCc2ccc(Cl)cc2)S(C)(=O)=O)c1
36) O=C(NCCN1C(=O)C2C3C=CC(C3)C2C1=O)Nc1cccnc1 (stereo not drawn)
37) CC1(C)CC(=O)C=C(c2n[nH]nc2C2=CCCCC2)C1
38) CNC(=O)CSc1nc2c([nH]c3ccccc32)c(=O)n1CCOC
39) Cc1nn(C)cc1CNC(=O)c1cccc(Br)c1
40) CC(=NNC(=O)c1ccncc1)c1ccc(O)cc1O
Screen / compound no.,33,34,35,36,37,38,39,40
TWEAK-Fn14 inh,-15,-17,1,13,1,25,13,-7
NCOA1 inh,6,-9,-12,3,-10,16,-4,8
KKLEB cytotox,0,7,3,7,-4,9,6,9
TROY NFkB inh,-10,-28,5,8,5,-5,-26,-10
NCOA3 inh,6,-22,-2,8,5,9,-16,30
COUP-TFII inh,-21,-8,-7,9,-20,-16,4,0
NR5A2 inv ag,-5,2,-5,-16,-14,28,0,7
EBV LMP1 NFkB,0,-10,-5,2,4,1,1,35
Shn3 inh set2,-21,-22,-6,4,5,-10,14,54
CF NFkB inh,-14,-15,-11,1,18,-27,2,-39
TRAIL sens C8,-8,-13,1,-14,-34,3,-9,-1

41) O=C(NCc1n[nH]c(=O)c2ccccc12)C1CC(=O)N(c2ccccc2)C1 (stereo not drawn)
42) CCCC(=O)N1CCC1(C)C(=O)Nc1ccccc1C(C)(C)C (stereo not drawn)
43) COc1cccc(NC(=O)c2ccccc2C(F)(F)F)c1
44) CC1(C)NC(=O)N(CC(=O)N2CCN(S(=O)(=O)c3ccccc3F)CC2)C1=O
45) CCOc1ccc(OCCn2c(=S)[nH]c3c(N)ncnc32)cc1
46) CCc1cc(=O)oc2cc(C)cc(OCC(=O)C(C)(C)C)c12
47) O=C(O)c1ccc2cccnc2c1O
48) O=C(NCc1cccnc1)c1cc(Sc2ccc(F)cc2F)nc2ccccc12
Screen / compound no.,41,42,43,44,45,46,47,48
TWEAK-Fn14 inh,5,-2,4,7,-5,26,-4,45
NCOA1 inh,10,2,8,2,4,-2,-44,10
KKLEB cytotox,-9,-13,6,-3,-10,-7,-7,7
TROY NFkB inh,-7,2,-8,-1,-2,9,-2,40
NCOA3 inh,4,-9,-12,14,6,7,-1,-11
COUP-TFII inh,12,16,-15,5,1,15,0,36
NR5A2 inv ag,-7,13,2,-11,-17,38,8,14
EBV LMP1 NFkB,5,x,-45,2,9,0,-9,22
Shn3 inh set2,-5,23,0,8,9,-9,-6,17
CF NFkB inh,17,5,8,7,2,-7,5,18
TRAIL sens C8,-1,-4,1,-11,-2,9,-9,24

49) Cc1ccc2nc3c(cc(C#N)c(=O)n3-c3nccs3)c(=O)n2c1
50) Cc1ccc(-c2csc3nc(SCC(=O)Nc4ccc(Cl)c(C(=O)O)c4)[nH]c(=O)c23)cc1
51) Cc1csc(NC(=O)CSc2nnc(-c3cccs3)n2C)n1
52) Cc1cc(C(=O)N2CCN(S(=O)(=O)c3ccc(F)c(Cl)c3)CC2)c(C)o1
53) COC(=O)[C@@H]1CCCN1C(=O)CCc1nnc(CCc2c[nH]c3ccccc23)o1
54) CNC(=S)NCCc1c[nH]c2ccc(OC)cc12
Screen / compound no.,49,50,51,52,53,54
TWEAK-Fn14 inh,-7,-5,3,4,-14,0
NCOA1 inh,-16,-6,10,-17,1,-28
KKLEB cytotox,-5,4,6,-13,-6,-4
TROY NFkB inh,1,-2,-8,7,-33,13
NCOA3 inh,4,6,-16,2,-4,-18
COUP-TFII inh,1,-12,-1,-6,-8,-5
NR5A2 inv ag,21,-11,3,-11,6,0
EBV LMP1 NFkB,8,-1,14,3,-1,3
Shn3 inh set2,1,16,2,-12,-13,0
CF NFkB inh,-2,-6,4,21,10,-6
TRAIL sens C8,-14,-16,-3,4,-3,5

# Copied from the list:
# Cc1cc(C(=O)N2CCN(S(=O)(=O)c3ccc(F)c(Cl)c3)CC2)c(C)o1 in NCOA3 inh → 2
# Cc1ccc2nc3c(cc(C#N)c(=O)n3-c3nccs3)c(=O)n2c1 in TRAIL sens C8 → -14

# Compound activity from PubChem BioAssay.
